IDH1 mut inh: blocks human IDH1 R132H reductase activity | inhibition, % at 10 µM | O75874 | diaphorase/resazurin fluorescence, 60 min | hit rate 0.18% among 70,000 | AID 624101; in the data active means inhibition above about 34%;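 further: 0% = DMSO and 100% = no enzyme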
Target sequence (O75874 whole entry R132H): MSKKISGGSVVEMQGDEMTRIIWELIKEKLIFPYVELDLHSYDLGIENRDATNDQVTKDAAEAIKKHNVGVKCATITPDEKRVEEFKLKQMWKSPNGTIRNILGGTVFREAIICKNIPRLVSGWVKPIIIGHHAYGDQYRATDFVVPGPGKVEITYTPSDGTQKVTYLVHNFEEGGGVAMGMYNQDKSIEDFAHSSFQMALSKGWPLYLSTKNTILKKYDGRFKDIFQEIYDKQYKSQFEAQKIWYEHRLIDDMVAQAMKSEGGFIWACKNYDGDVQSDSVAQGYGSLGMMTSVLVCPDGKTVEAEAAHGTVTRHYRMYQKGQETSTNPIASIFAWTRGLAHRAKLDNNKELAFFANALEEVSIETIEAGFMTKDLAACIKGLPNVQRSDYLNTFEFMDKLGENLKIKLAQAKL
PRC2 inh: EZH2 (human) methyltransferase inhibition; Q15910; PRC2 H3K27 methylation, DELFIA TRF, 1 h; inhibition, % at 12.5 µM; hit rate 0.35% among 57,000;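 active means mean inhibition of replicates at least 50% and every single replicate also reaching 50%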;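 further: dimethyl H3K27 on biotinylated H3 21-44 peptide detected by antibody; plate controls were median neutral control wells for no effect and median positive control wells for full effect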
Numbers without * were called inactive; / = no result given.

Compound	IDH1 mut inh	PRC2 inh
COc1cccc(S(=O)(=O)N[C@H]2CC[C@H](CCNC(=O)Cc3ccncc3)O[C@H]2CO)c1	-0.3	-16
CCCC(=O)Nc1ccc2c(c1)C(=O)N(C)C[C@@H](OC)[C@H](C)CN(S(=O)(=O)c1cn(C)cn1)[C@@H](C)CO2	-0.4	3
C[C@H]1CCCCO[C@@H](CN(C)C)[C@@H](C)CN([C@@H](C)CO)C(=O)c2cc(NC(=O)Nc3ccc4c(c3)OCO4)ccc2O1	0.5	9
C[C@H]1CN([C@@H](C)CO)C(=O)CCCn2cc(nn2)CO[C@@H]1CN(C)CC1CCCC1	0.5	/
CCCN1C[C@@H](C)[C@H](OC)CN(C)C(=O)c2ccc(NS(C)(=O)=O)cc2OC[C@@H]1C	0.2	-7
Cc1ccc(/C=N/NC(=O)CCCCCCC(=O)O)o1	0.3	-15
Cc1cc(C(=O)Nc2ccccc2C(=O)O)ccc1NC(=O)COc1ccccc1Cl	0.0	23
CCCC(=O)Nc1ccc2c(c1)C(=O)N(C)C[C@H](OC)[C@@H](C)CN(CCC)[C@H](C)CO2	0.2	7

Compound	IDH1 mut inh	PRC2 inh
Cc1ccc(S(=O)(=O)Nc2ccc3c(c2)C(=O)N([C@@H](C)CO)C[C@H](C)[C@H](CN(C)CC2CCCCC2)OCCCC[C@H](C)O3)cc1	1.7	/
C[C@H]1CCCCO[C@H](CN(C)C(=O)Nc2ccccc2)[C@@H](C)CN([C@@H](C)CO)C(=O)c2cc(NC(=O)CCCN(C)C)ccc2O1	0.6	/
CCn1c(SCC(=O)N2c3ccccc3Sc3ccccc32)nnc1-c1cccc(Cl)c1	0.2	26
CO[C@H](CN(C)C(=O)c1cc(Cl)cc(Cl)c1)[C@@H](C)CN(C(=O)Nc1ccc(F)cc1)[C@H](C)CO	0.1	1
C[C@@H]1CN([C@H](C)CO)C(=O)c2cccc(NC(=O)C3CC3)c2O[C@H]1CN(C)S(=O)(=O)c1ccccc1	/	3
CNC(=O)CN(c1cc([N+](=O)[O-])ccc1C)S(C)(=O)=O	-0.4	10
COc1ccc(NC(=O)N(C)C[C@H]2Oc3ncc(C#CCN(C)C)cc3C(=O)N([C@@H](C)CO)C[C@@H]2C)cc1	/	2
COC(=O)C[C@H]1C[C@@H]2c3cc(NS(=O)(=O)c4cccc(OC)c4)ccc3O[C@@H]2[C@@H](CO)O1	-0.1	13

Compound	IDH1 mut inh	PRC2 inh
CCOC(=O)CCc1nc2ccc(O)cc2[nH]1	-0.3	-3
C[C@H](CO)N1C[C@H](C)[C@@H](CN(C)S(=O)(=O)c2ccc(F)cc2)Oc2c(NC(=O)c3ccncc3)cccc2C1=O	1.6	3
CN(C)c1cc(C(F)(F)F)nc2cc(C(C)(C)C)nn12	-0.5	8
CO[C@H]1CN(C)C(=O)c2ccc(NC(=O)C3CC3)cc2OC[C@H](C)N(C(=O)c2ccccn2)C[C@H]1C	0.2	1
O=c1cc(-c2ccc(O)cc2)oc2cc(O)c(C3OC(CO)C(O)C(O)C3O)c(O)c12 (centres undefined)	-0.7	/
CC(C)NC(=O)Nc1ccc2c(c1)C(=O)N([C@H](C)CO)C[C@@H](C)[C@@H](CN(C)CC1CCCCC1)O2	-0.7	8
CSCCC(N)C(=O)NC(CC(C)C)C(=O)NC(Cc1ccccc1)C(=O)O (centres undefined)	0.9	/
CC(C)NC(=O)Nc1ccc2c(c1)C(=O)N([C@@H](C)CO)C[C@H](C)[C@H](CN(C)C(=O)c1ccccc1)OCCCC[C@@H](C)O2	0.6	8

Compound	IDH1 mut inh	PRC2 inh
C[C@@H]1CN([C@@H](C)CO)C(=O)CCCn2cc(nn2)CO[C@@H]1CN(C)S(=O)(=O)c1ccc(-c2ccccc2)cc1	-0.2	/
C[C@@H]1CN([C@@H](C)CO)C(=O)CCCn2cc(nn2)CO[C@@H]1CN(C)S(=O)(=O)c1ccccc1F	-12	1
C[C@H](CO)N1C[C@H](C)[C@H](CN(C)S(=O)(=O)c2cn(C)cn2)Oc2ncc(C#Cc3cccc(F)c3)cc2C1=O	0.4	-8
C[C@@H]1CN([C@H](C)CO)C(=O)c2cc(NC(=O)Nc3ccc(C(F)(F)F)cc3)ccc2O[C@H]1CN(C)S(=O)(=O)c1ccc(F)cc1	-1.0	/
Cc1cc(C)c(S(=O)(=O)N(C)CC(=O)Nc2ccccc2F)c(C)c1	-0.4	6
C[C@@H]1CN([C@H](C)CO)C(=O)c2cc(N(C)C)ccc2O[C@H]1CN(C)C(=O)Nc1ccc2c(c1)OCO2	2.3	-1
C/C=C/c1ccc2c(c1)O[C@@H](CN(C)C(=O)Cc1ccccn1)[C@H](C)CN([C@@H](C)CO)S2(=O)=O	-2.2	-5
C[C@H](CO)N1C[C@H](C)[C@@H](CN(C)C(=O)CN2CCOCC2)Oc2ncc(C3=CCCC3)cc2C1=O	-2.9	4

Compound	IDH1 mut inh	PRC2 inh
O=C(CSc1ncnc2sc(-c3ccccc3)cc12)NC1CCCCC1	0.4	-1
C[C@@H]1CN([C@@H](C)CO)C(=O)Cc2cc(NC(=O)c3ccncc3)ccc2O[C@H]1CN(C)C(=O)Nc1ccccc1	1.3	/
CO[C@H]1CN(C)C(=O)c2ccc(NC(=O)c3ccccc3)cc2OC[C@H](C)N(C(C)=O)C[C@H]1C	-0.2	-18
CO[C@H]1CN(C)C(=O)c2cc(NC(=O)c3cccc(F)c3)ccc2OC[C@@H](C)N(CC2CC2)C[C@@H]1C	0.2	1
O=C(O)CCc1nn2c3ccccc3n(Cc3ccccc3)c2nc1=O	0.1	-18
Cc1ccc(S(=O)(=O)Nc2ccc3c(c2)C(=O)N([C@H](C)CO)C[C@H](C)[C@H](CN(C)C(=O)NC(C)C)OCCCC[C@@H](C)O3)cc1	3.3	/
C[C@H](O)C#Cc1ccc2c(c1)O[C@@H](CN(C)C(=O)C1CC1)[C@H](C)CN([C@H](C)CO)S2(=O)=O	-1.0	6
CCCN(C)C[C@@H]1Oc2cc(C#CC(C)(C)O)ccc2S(=O)(=O)N([C@H](C)CO)C[C@@H]1C	/	19

Compound	IDH1 mut inh	PRC2 inh
C[C@H](CO)N1C[C@H](C)[C@@H](CN(C)S(C)(=O)=O)Oc2ccc(NS(=O)(=O)c3cn(C)cn3)cc2CC1=O	-1.3	/
O=C(N/N=C/c1cc(O)ccc1O)c1ccccn1	/	7
COc1cc(OC)c(NC(=O)CS(=O)(=O)c2ccccc2)cc1Cl	0.1	-9
C[C@H]1CN([C@@H](C)CO)C(=O)c2cccc(NC(=O)CCCCCC(=O)Nc3ccccc3N)c2O[C@@H]1CN(C)C(=O)Nc1ccc(C(F)(F)F)cc1	0.4	-19
CC(C)(C)OC(=O)Nc1cccc(/C=N/NC(=O)c2ccc(C(=O)NO)cc2)c1	/	-5
Cc1noc(C)c1S(=O)(=O)Nc1ccc2c(c1)CC(=O)N([C@@H](C)CO)C[C@@H](C)[C@H](CN(C)C(=O)Nc1cccc3ccccc13)O2	0.0	/
COc1cc(OC)c(C2=NOC(C(=O)NCc3ccco3)C2)cc1Cl (centres undefined)	0.0	-9
COc1ccc(CN(C)C[C@H]2Oc3ccc(NC(=O)C4CCCCC4)cc3C(=O)N([C@@H](C)CO)C[C@@H]2C)cc1	/	0

Compound	IDH1 mut inh	PRC2 inh
O=C(C[C@H]1C=C[C@@H](NC(=O)c2cccnc2)[C@H](CO)O1)NCCN1CCCCC1	0.5	10
C[C@@H]1CN([C@@H](C)CO)C(=O)Cc2cc(NS(=O)(=O)c3ccccc3)ccc2O[C@H]1CN(C)C	1.1	/
CCNC(=O)C[C@H]1C=C[C@@H](NS(=O)(=O)c2ccc(C)cc2)[C@@H](CO)O1	0.0	5
O=C(O)C1=C[C@@H](C2CCCCC2)C[C@@H](OCCCCO)O1	/	8
Cc1ccccc1NC(=O)CSc1nc(N)c2c3c(sc2n1)COC(C)(C)C3	-0.1	2
Cc1noc(C)c1NC(=O)N(C)C[C@@H]1Oc2cc(C#CCC3CCCC3)ccc2S(=O)(=O)N([C@@H](C)CO)C[C@H]1C	-1.0	-4
CO[C@@H]1CN(C)C(=O)c2ccc(NC(=O)Cc3ccccc3)cc2OC[C@H](C)N(C(C)=O)C[C@@H]1C	-0.2	7
COC(=O)C(CC#Cc1ccc2c(c1)[C@]1(C(=O)N2)[C@H](C(N)=O)[C@H]2C(=O)O[C@H](c3ccccc3)[C@H](c3ccccc3)N2[C@@H]1c1ccccc1OCCO)C(=O)OC	/	-31

Compound	IDH1 mut inh	PRC2 inh
C[C@@H]1CN([C@H](C)CO)C(=O)c2cccc(NC(=O)C3CC3)c2O[C@H]1CN(C)C(=O)Nc1cccc2ccccc12	/	12
COc1ccc(C#Cc2cnc3c(c2)C(=O)N([C@H](C)CO)C[C@@H](C)[C@@H](CN(C)C(C)=O)O3)cc1	-2.7	-4
C[C@H](CO)N1C[C@H](C)[C@@H](CN(C)C(=O)Cc2ccncc2)Oc2cc(C3=CCCCC3)ccc2S1(=O)=O	/	-11
COCC(=O)N(C)C[C@H]1Oc2ncc(Br)cc2C(=O)N([C@@H](C)CO)C[C@@H]1C	0.1	6
C[C@@H]1CN([C@H](C)CO)C(=O)c2cccc(NC(=O)Nc3cccc4ccccc34)c2O[C@H]1CN(C)S(=O)(=O)c1cccs1	1.2	/
Cc1cc(Oc2ccccc2)nc(SCC(=O)Nc2ccc(Cl)cc2Cl)n1	-0.6	19
C/C(=C\C(=O)O)CCC1C(C)(O)CCC2C(C)(CO)CCCC12C (centres undefined)	1.9	65*
CCC(CO)NS(=O)(=O)c1ccc(OC)c(-c2nnc3c4ccccc4c(C)nn23)c1 (centres undefined)	0.4	6

Compound	IDH1 mut inh	PRC2 inh
C[C@@H]1CN([C@@H](C)CO)C(=O)c2cc(C#Cc3ccccn3)cnc2O[C@@H]1CN(C)C(=O)c1ccccn1	-0.3	13
C[C@@H]1CN([C@@H](C)CO)C(=O)c2cc(C3=CCCC3)cnc2O[C@@H]1CN(C)C(=O)c1ccncc1	-1.2	5
COc1ccc(S(=O)(=O)N(C)C[C@@H]2OCCCC[C@H](C)Oc3ccc(NS(=O)(=O)c4ccccc4)cc3C(=O)N([C@@H](C)CO)C[C@@H]2C)cc1	-9.0	/
COc1cccc(S(=O)(=O)Nc2ccc3c(c2)[C@H]2C[C@H](CC(=O)NCc4ccc(Cl)cc4)O[C@@H](CO)[C@H]2O3)c1	-0.6	-3
COc1cc(C(=O)Nc2ccc(S(=O)(=O)Nc3ccccn3)cc2)cc(OC)c1OC	-0.2	6
C[C@@H]1CCCCO[C@@H](CN(C)C(=O)Nc2ccc(F)cc2)[C@@H](C)CN([C@@H](C)CO)C(=O)c2cc(NC(=O)NC3CCCCC3)ccc2O1	0.8	/
COc1ccc(NC(=O)C2CC=CCC2C(=O)Nc2ccccc2Cl)cc1 (centres undefined)	-0.1	-3
C[C@H](NC(=O)C[C@@H]1C=C[C@H](NC(=O)CN2CCOCC2)[C@@H](CO)O1)c1ccccc1	-0.3	-2

Some of the entries so far, with each value named.
> COc1cc(C(=O)Nc2ccc(S(=O)(=O)Nc3ccccn3)cc2)cc(OC)c1OC
  IDH1 mut inh: -0.2	PRC2 inh: 6

> C[C@@H]1CCCCO[C@@H](CN(C)C(=O)Nc2ccc(F)cc2)[C@@H](C)CN([C@@H](C)CO)C(=O)c2cc(NC(=O)NC3CCCCC3)ccc2O1
  IDH1 mut inh: 0.8	PRC2 inh: /

> COc1ccc(NC(=O)C2CC=CCC2C(=O)Nc2ccccc2Cl)cc1 (centres undefined)
  IDH1 mut inh: -0.1	PRC2 inh: -3

> C[C@H](NC(=O)C[C@@H]1C=C[C@H](NC(=O)CN2CCOCC2)[C@@H](CO)O1)c1ccccc1
  IDH1 mut inh: -0.3	PRC2 inh: -2

Next section.
Compound	IDH1 mut inh	PRC2 inh
CCCNC(=O)Nc1ccc2c(c1)OC[C@H](C)NC[C@H](C)[C@H](OC)CN(C)C2=O	0.4	-3
COc1ccc(S(=O)(=O)Nc2ccc3c(c2)CC(=O)N([C@@H](C)CO)C[C@H](C)[C@@H](CN(C)C(=O)Nc2c(C)noc2C)O3)cc1	0.0	/
Cc1nnc(SCC(=O)Nc2cccc(C)c2C)s1	-0.3	2
CS(=O)(=O)Nc1ccc2c(c1)[C@@H]1C[C@H](CC(=O)NCCc3ccccc3)O[C@H](CO)[C@@H]1O2	-0.2	2
C[C@@H]1CN([C@H](C)CO)C(=O)c2cc(C#CCc3ccccc3)cnc2O[C@H]1CN(C)C(=O)C1CCOCC1	4.8	3
O=C(NO)c1ccc(C(=O)N/N=C/c2ccc(F)c(Oc3ccccc3)c2)cc1	-0.1	-55
C[C@@H]1CN([C@H](C)CO)C(=O)c2cc(NS(=O)(=O)c3cccs3)ccc2O[C@@H](C)CCCCO[C@H]1CN(C)C(=O)C1CCCCC1	1.7	/
CCOc1ccccc1NC(=O)c1ccccc1N(C)S(=O)(=O)c1ccc(C)cc1	-0.4	16

Profiles, quoted from the list:
`CO[C@@H]1CN(C)C(=O)c2ccc(NC(=O)Cc3ccccc3)cc2OC[C@H](C)N(C(C)=O)C[C@@H]1C` is listed as IDH1 mut inh: -0.2; PRC2 inh: 7
`C[C@H](O)C#Cc1ccc2c(c1)O[C@@H](CN(C)C(=O)C1CC1)[C@H](C)CN([C@H](C)CO)S2(=O)=O` is listed as IDH1 mut inh: -1.0; PRC2 inh: 6
`C[C@@H]1CN([C@H](C)CO)C(=O)c2cccc(NC(=O)Nc3cccc4ccccc34)c2O[C@H]1CN(C)S(=O)(=O)c1cccs1` is listed as IDH1 mut inh: 1.2; PRC2 inh: /

Source: PubChem (Broad Institute)

This is a subset; rates above refer to the full screens.
